# CBFb RUNX1 block = qHTS Assay for Compounds Blocking the Interaction Between CBF-beta and RUNX1 for the Treatment of Acute Myeloid Leukemia; AlphaScreen CBFb-His/RUNX1-biotin binding, biochemical; Runt-related transcription factor 1 (Homo sapiens) + Core-binding factor subunit beta …; Potency, µM (titrated, usually from 59.8 µM), for the others: at the top dose activity, negative = inhibition, hits mostly inhibitors; AID 1477, 2009; 230,000 tested, under 10 active; further: % of control where 0% means no effect
# Target sequence (Q01196 whole entry, looked up): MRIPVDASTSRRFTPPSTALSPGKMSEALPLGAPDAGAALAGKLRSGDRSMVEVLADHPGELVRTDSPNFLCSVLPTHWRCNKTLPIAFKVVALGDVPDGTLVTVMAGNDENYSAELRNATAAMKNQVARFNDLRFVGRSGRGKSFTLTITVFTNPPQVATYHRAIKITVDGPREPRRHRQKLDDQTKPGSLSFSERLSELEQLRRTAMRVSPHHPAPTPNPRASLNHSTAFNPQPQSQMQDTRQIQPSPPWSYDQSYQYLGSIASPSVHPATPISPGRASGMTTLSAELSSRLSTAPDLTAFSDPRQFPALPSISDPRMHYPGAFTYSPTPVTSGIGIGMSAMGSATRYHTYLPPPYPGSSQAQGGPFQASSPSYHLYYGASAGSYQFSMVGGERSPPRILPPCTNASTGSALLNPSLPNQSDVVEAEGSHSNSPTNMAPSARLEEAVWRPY
# Target sequence (Q13951 whole entry, looked up): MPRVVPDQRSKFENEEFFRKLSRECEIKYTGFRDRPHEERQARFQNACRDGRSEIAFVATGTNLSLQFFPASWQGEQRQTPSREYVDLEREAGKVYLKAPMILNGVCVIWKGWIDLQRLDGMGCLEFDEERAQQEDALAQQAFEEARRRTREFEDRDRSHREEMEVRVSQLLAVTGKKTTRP
#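 Room-temperature protein-protein interaction test with 30 nM each of His-tagged CBF-beta and biotinylated RUNX1, 15 min with compound, then 90 min with nickel plus streptavidin beads. Signal read in AlphaScreen mode.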
# IMPase Li inh = qHTS Assay for Identifying the Cell-Membrane Permeable IMPase Inhibitors: Potentiation with Lithium; Potency, µM (top dose mostly 59.4 µM), for inactives: at the highest dose activity, negative = IMPase inhibition, most hits filed as inhibitors; hit rate 0.35% among 210,000; CHO-M1 cells, IP1 TR-FRET (IP-One), carbachol + lithium; AID 1457, 2008;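 further: IP1 builds up when IMPase is blocked and the TR-FRET signal falls; potency means the concentration at half of the fitted maximal effect; plate controls were basal vehicle for no effect and high inhibitor control for full effect; nearly all actives have a fitted effect of over 50% in size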
#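 IP1 accumulation measured by competitive TR-FRET in lysed CHO-M1 cells after 30 min compound exposure at 37C, with a small lithium addition to potentiate weak responses. Hill-equation AC50 from ratio and donor-channel data.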
# NPSR antag = qHTS Assay for Antagonists of the Neuropeptide S Receptor: cAMP Signal Transduction; Q6W5P4; CHO-NPSR cells, cAMP TR-FRET, antagonist mode; Potency, µM (highest dose often 38.3 µM), for the others: top-dose activity change, negative = inhibition, actives largely listed as inhibitors; hit rate 1% among 220,000; further: potency means the concentration at half of the fitted maximal effect; on the % scale 0 is the no-effect control and ±100 the full control effect; nearly all actives have a fitted effect of over 50% in size; many of its hits are not listed in these tables
# Target sequence (Q6W5P4 whole entry, looked up): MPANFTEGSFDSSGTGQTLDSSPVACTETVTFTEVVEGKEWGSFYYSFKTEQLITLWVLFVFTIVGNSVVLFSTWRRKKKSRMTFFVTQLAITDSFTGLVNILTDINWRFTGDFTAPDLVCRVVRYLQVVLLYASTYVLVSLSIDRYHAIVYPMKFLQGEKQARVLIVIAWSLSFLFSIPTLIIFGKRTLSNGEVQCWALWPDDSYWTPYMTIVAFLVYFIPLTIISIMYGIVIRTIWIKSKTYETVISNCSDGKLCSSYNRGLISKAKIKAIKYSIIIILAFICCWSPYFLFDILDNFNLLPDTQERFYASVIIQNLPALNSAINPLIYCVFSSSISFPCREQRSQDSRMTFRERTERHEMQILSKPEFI
# L3MBTL1 inh = qHTS Assay for the Inhibitors of L3MBTL1; AlphaScreen L3MBTL1–H3K9me1 peptide binding; hit rate 0.66% among 230,000; Potency, µM (top dose mostly 57.1 µM), inactives show at the highest dose activity, negative = inhibition, actives largely listed as inhibitors; Lethal(3)malignant brain tumor-like protein 1 (Homo sapiens), Q9Y468; further: potency means the concentration at half of the fitted maximal effect; on the % scale 0 is the no-effect control and ±100 the full control effect; nearly all actives have a fitted effect of over 60% in size
#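 AlphaScreen assay: L3MBTL1 (50 nM final) was preincubated 30 min at room temperature with biotinylated H3(1-15)K9me1 peptide (75 nM final), then 30 min with library compounds; streptavidin donor and nickel chelate acceptor beads (10 ug/mL final) added, 30 min dark.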
# KinaseGlo FLuc = Counterscreen for Luciferase (Kinase-Glo TM) Inhibition. Luciferin 4-monooxygenase (Photuris pensylvanica), Q27757. Kinase-Glo luciferase, ATP luminescence, 8 min. Potency, µM (highest dose often 38.3 µM), without a hit: top-dose activity change, negative = inhibition, hits mostly inhibitors. hit rate 0.28% among 200,000. AID 1379, 2008; further: potency means the concentration at half of the fitted maximal effect; on the % scale 0 is the no-effect control and ±100 the full control effect; nearly all actives have a fitted effect of over 60% in size
#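 Light output from Kinase-Glo luciferase with luciferin and 10 uM ATP in 50 mM imidazole pH 7.2, KCl, MgCl2, Tween 20, BSA; compound pin-delivered, 8-min ambient incubation, then luminescence read.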
# HttQ103 aggreg = qHTS Multiplex Assay to Identify Dual Action Probes in a Cell Model of Huntington: Aggregate Formation (GFP). AID 1688, 2009. PC12 HttQ103-GFP aggregates, Acumen cytometry, 40 h. hit rate 1.1% among 220,000. Potency, µM (highest dose often 46.1 µM), for inactives: at the highest dose activity change, negative = inhibition, actives largely listed as inhibitors; further: potency means the concentration at half of the fitted maximal effect; on the % scale 0 is the no-effect control and ±100 the full control effect; nearly all actives have a fitted effect of over 60% in size
#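 Read-out: GFP aggregate count by laser scanning cytometer (488 nm excitation, 500-530 nm emission, 1–25 µm objects >6 SD above background). Cells: PC12, inducible HTTex1-Q103-GFP, 100 nM tebufenozide; compounds titrated.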
# Epigenetic derep = Quantitative High-Throughput Screen for Regulators of Epigenetic Control | murine LDR cells, GFP reporter derepression, 30 h | Potency, µM (highest dose often 53.9 µM), without a hit: at the highest dose GFP activation, most hits filed as activators | hit rate 0.2% among 280,000 | AID 1865, 2009; further: potency means the concentration at half of the fitted maximal effect; % of control where 0% means no effect; nearly all actives have a fitted effect of over 60% in size
#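 In this reporter-derepression format, murine cells bearing a silenced integrated CMV-GFP locus incubate with test compound (30 h, 37 C), then are washed and imaged; fluorescent objects of 20–120 um count as induced cells.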
# Active calls of the source: *; ? = inconclusive; . = not tested or not shown; & = joins results of further samples; [ ] = another dose, or the depositor's remark. The call rests on the fitted dose curve; in most records, active means well fitted curve in the direction sought with a large enough effect; inconclusive means small, poorly fitted or top-dose-only effect, or another doubt; inactive means no such curve, though single readings can be large; an effect the other way counts as inactive or inconclusive. Some of the compounds tested. The share of hits here may be higher or lower than overall.
Structure	CBFb RUNX1 block	IMPase Li inh	NPSR antag	L3MBTL1 inh	KinaseGlo FLuc	HttQ103 aggreg	Epigenetic derep
CCOP(=O)(c1ccccc1)C(O)c1ccccc1 (stereo unspecified)	-2%	-3%	13%	5%	0%	10%	-1.3%
CCCCNC(=O)c1ccc(N2CCOCC2)c(NS(=O)(=O)c2ccc(OC)cc2)c1	-13%	-3%[38.3 µM]	-24%[46.1 µM]	37%[activator]	2%	25%	7.1%
FC(F)(F)c1cnc(-c2cnc(-c3cccnc3)nc2)c(Cl)c1	-4%	1%	7%	1%	-3%	2%	-1.5%
CCS(=O)(=O)Nc1cc(C(=O)OC)ccc1C(=O)OC	-1%	-2%[38.3 µM]	-1%[46.1 µM]	.	0%	-2%	0.1%
COc1ccc(C2C(C#N)=C(N)OC3=C2C(=O)CC(C)(C)C3)cc1Cn1cc([N+](=O)[O-])cn1 (stereo unspecified)	0%	-3%	17%	0%	2%	1%	0.0%
O=c1cc(-c2ccccc2)nc2n1Cc1ccccc1-2	1%	28%[38.3 µM]	-15%[46.1 µM]	.	1%	0%[1.84 µM]	1.3%
CCOC(=O)c1nc(C)n(-c2ccc(Cl)cc2)n1	1%	-7%	-5%[46.1 µM]	-2%	-2%	-16%	-0.9%
COc1cccc(/C=N/NC(=O)C(=O)N2CCCC2)c1OC	8%	9%[38.3 µM]	-3%[46.1 µM]	5%	-1%	10%	2.3%
COc1ccc(-c2cc(N)n(S(=O)(=O)c3ccc(F)cc3)n2)cc1OC	-4%	18%[38.3 µM]	-6%[46.1 µM]	.	-3%	?	0.0%
CC[C@H](C)C(C(=O)N1CCN(C(=O)OC(C)(C)C)CC1)n1cc(C(Cc2ccc(O)cc2)NC(=O)OC(C)(C)C)nn1 (stereo partly specified)	11%	5%	10%	4%	.	12%[9.22 µM]	1.5%
O=C1CCCN1CN(C(=O)c1ccc2c(c1)OCO2)c1ccc(F)cc1	-6%	-3%[38.3 µM]	2%[46.1 µM]	44%[activator]	2%	-17%	0.9%
CCOc1ccc(CN2CCCN(C)CC2)cc1	1%	3%[38.3 µM]	6%[46.1 µM]	.	-3%	15%	0.0%
CCCCOC(=O)CCc1nc2ccccc2[nH]c1=O	0%	19%[38.3 µM]	-15%[46.1 µM]	.	18%	8%	4.3%
CC(=O)c1cc(C#N)c(NCCCN(C)C)nc1C	4%	-3%	39%	-25%	1%	16%	-2.4%
CCOC(=O)c1nn(-c2ccc(Cl)cc2)c2nnc(Cc3ccc(C)cc3)c(=O)n12	10%	2%	-33%	2%	-6%	2%	3.0%
O=C(CSc1ccc(Br)cc1)NCC1CCCO1 (stereo unspecified)	2%	-1%	-2%	21%	1%	13%	-1.1%
CCOC(=O)c1cc(-c2ccccc2)sc1NC(=O)C(C)N1C(=O)c2ccccc2C1=O (stereo unspecified)	-1%	-1%	-19%[46.1 µM]	-6%	1%	-17%	0.0%
COC(=O)c1ccc(NC(=S)NC2CCCCC2)cc1	5%	2%[38.3 µM]	-7%[46.1 µM]	-2%	-2%	12%	-2.0%
Cc1cc(=O)oc2ccc(OCC(=O)O)cc12	-2%	5%[38.3 µM]	-4%[46.1 µM]	5%	-2%	2%	-1.1%
COc1c2ccoc2nc2c(OC)c(O[C@@H]3O[C@H](C)[C@@H](O)[C@@H](O)[C@H]3O)ccc12	0%	5%	.	.	-2%	.	-0.1%

# The list continues.
Structure	CBFb RUNX1 block	IMPase Li inh	NPSR antag	L3MBTL1 inh	KinaseGlo FLuc	HttQ103 aggreg	Epigenetic derep
COc1cc(S(=O)(=O)NCc2ccc3c(c2)OCO3)ccc1Cl	-2%	3%[38.3 µM]	-11%[46.1 µM]	.	-3%	-11%	0.7%
CC(Sc1nnnn1C)C(=O)NC(=O)NC1CCCCC1 (stereo unspecified)	4%	17%	-1%	2%	3%	-20%	-1.5%
O=C1CC(N2CCOCC2)C(=O)N1c1cccc(Cl)c1 (stereo unspecified)	5%	1%[38.3 µM]	7%[46.1 µM]	12%	1%	1%	-1.1%
O=C1CCCCCN1C(=O)c1ccc(C(=O)N2CCCCCC2=O)cc1	-1%	.	0%[46.1 µM]	3%	.	-1%	-3.9%
CC1C(=O)Nc2ccccc2N1C(=O)C1CC1 (stereo unspecified)	-2%	-15%[38.3 µM]	-4%[46.1 µM]	.	-4%	-8%	-1.4%
Cn1c(CC(=O)Nc2ccc(Cl)c(Cl)c2)nnc1SCC(=O)N1CCN(c2ccccc2)CC1	-4%	-9%[38.3 µM]	-15%[46.1 µM]	-6%	2%	?	-1.2%
O=C(c1cn(CC(=O)N2CCCCC2)c2ccccc12)C1CC1	9%	-8%[38.3 µM]	-13%[46.1 µM]	0%	1%	-11%	-1.0%
O=C(c1cccc(S(=O)(=O)N2CCCC2)c1)c1cccc(S(=O)(=O)N2CCCC2)c1	4%	12%[38.3 µM]	-16%[46.1 µM]	2%	5%	11µM*	-1.4%
O=C(NCO)c1cccnc1	.	6%	.	.	1%	.	-1.4%
CCN(CC)S(=O)(=O)N1CCC(C(=O)NC2CCCC2)CC1	6%	3%[38.3 µM]	-7%[46.1 µM]	3%	0%	7%	-1.2%
COc1ccc([N+](=O)[O-])cc1NS(=O)(=O)c1ccc(Cl)c(C(=O)Nc2sc3c(c2C#N)CCCCC3)c1	3%	-6%	-10%	-4%	0%	?	9.2%
O=C(O)CC(CC(=O)Nc1ccc2ccccc2n1)c1ccccc1 (stereo unspecified)	7%	.	0%	-2%	.	-2%[9.22 µM]	1.1%
NS(=O)(=O)c1cc(C(=O)N2CCc3ccccc32)c(Cl)cc1Cl	6%	8%[38.3 µM]	0%[46.1 µM]	.	-5%	-25%	1.0%
COc1ccc(N=C2S/C(=C\c3ccc(OCC(=O)O)cc3)C(=O)N2CCc2c[nH]c3ccccc23)cc1	1%	-11%	-2%	-82%	5%	26%[9.22 µM]	1.4%[10.1 µM]
CCCCN(CC)CCNS(=O)(=O)c1ccc2c(c1)oc(=O)n2C	-6%	-15%[38.3 µM]	-4%[46.1 µM]	2%	0%	-8%	-0.9%
CCCCN(C)Cc1c(C(=O)N2CCc3ccccc3C2)nc2ccc(Cl)cn12	3%	13%	35%	-11%	-2%	11%[9.22 µM]	1.0%
Cc1ccc(S(=O)(=O)N2CCCC2)cc1[N+](=O)[O-]	7%	-9%	22%	-2%	-1%	6%	0.0%
O=C(O)CN(CC(=O)O)Cc1cc2c(-c3ccccc3C(=O)O)c3cc(CN(CC(=O)O)CC(=O)O)c(=O)cc-3oc2cc1O	?	-23%	.	.	-5%	0.18µM*	?
Cn1c(=O)n(Cc2ccccc2)c2ccccc21	7%	17%[38.3 µM]	10%[46.1 µM]	.	4%	7%	-1.0%
CN(C)CCNC(=O)c1ccccc1	-6%	5%[38.3 µM]	-5%[46.1 µM]	.	3%	-4%[9.22 µM]	0.0%

# Other compounds:
Structure	CBFb RUNX1 block	IMPase Li inh	NPSR antag	L3MBTL1 inh	KinaseGlo FLuc	HttQ103 aggreg	Epigenetic derep
CCOc1cccc(C(=O)NC(=S)Nc2cccnc2)c1	7%	5%	-2%	1%	0%	-7%	-1.6%
COc1cccc(-c2[nH]nc3c2C(c2ccoc2)C(C#N)=C(N)O3)c1 (stereo unspecified)	-15%	12%[38.3 µM]	-14%[46.1 µM]	.	2%	-6%[9.22 µM]	-6.0%
CN(c1ccc(OCC(=O)Nc2nc(-c3ccccc3)cs2)cc1)S(=O)(=O)c1ccc(F)cc1	-16%	10%	-16%	5%	-1%	11%	-0.9%
CCc1c2c(nc3c(C(C)C)cccc13)-c1cccc(=O)n1C2	?	-8%	.	.	-1%	.	0.4%
CC(=O)n1nc(-c2cccnc2)nc1NCc1cccs1	4%	4%	0%	-1%	-2%	-2%[9.22 µM]	-0.3%
CC(C)[C@H]1COC(c2cccc([N+](=O)[O-])c2)=N1	-25%[136 µM]	3%	.	.	4%[39.9 µM]	.	1.6%[96.6 µM]
O=C(N/N=C1\CC(c2ccccc2)Oc2ccccc21)c1ccccn1 (stereo unspecified)	-12%	6%	-10%	-2%	0%	15%	-0.5%
COc1ccc(-n2c(=O)c3c(C)c(C)sc3n(Cc3cccc(F)c3)c2=O)c(OC)c1	-7%	11%	-51%	.	0%	-5%	0.0%
O=C(Nc1ccc2c(c1)OCCO2)C1CCN(S(=O)(=O)c2cccs2)CC1	6%	22%[38.3 µM]	-10%[46.1 µM]	.	3%	20%[9.22 µM]	3.1%
CCC(C)C(NC(=O)C(C)NC(=O)CNC(=O)CNC(=O)OCc1ccccc1)C(=O)OC (stereo unspecified)	0%	3%	9%[46.1 µM]	19%	-2%	-2%	-1.0%
O=C(NNc1cccc(Cl)c1)c1cccnc1Oc1ccccc1	0%	.	31%	-11%	.	-8%[9.22 µM]	11%
Cc1cc(C)n2nc(C(=O)N/N=C/c3ccccc3Cl)nc2n1	-1%	11%	7%	-8%	2%	-11%[9.22 µM]	0.0%
C=CCN1C(=O)C2(NC(=O)c3ccccc3N2)c2ccccc21 (stereo unspecified)	6%	-3%	15%	5%	-1%	-11%[9.22 µM]	0.0%
Cc1ccccc1C(=O)NC(=S)Nc1ccc(Oc2ccc(Cl)cc2)cc1	3%	14%[38.3 µM]	?	-2%	-3%	-29%	-0.9%
Cc1ccc(NC(=S)N(C)N)cc1Cl	2%	3%	17%	3%	1%	0%[9.22 µM]	-1.9%[10.1 µM]
Cc1ccc(C)c(NC(=S)NC(C)C(c2cccs2)N2CCOCC2)c1 (stereo unspecified)	-1%[2.36 µM]	16%	-6%	-5%	-1%	-11%	1.6%
O=S(=O)(c1cccc2c(Cl)cccc12)N1CCCNCC1	10%	-7%&-2%&16%	19%[46.1 µM]	.	-3%&-2%	.	0.0%&0.0%&2.5%

# Taken from the listing, 2 compounds:
Structure	CBFb RUNX1 block	IMPase Li inh	NPSR antag	L3MBTL1 inh	KinaseGlo FLuc	HttQ103 aggreg	Epigenetic derep
Cc1cc(C)n2nc(C(=O)N/N=C/c3ccccc3Cl)nc2n1	-1%	11%	7%	-8%	2%	-11%[9.22 µM]	0.0%
C=CCN1C(=O)C2(NC(=O)c3ccccc3N2)c2ccccc21 (stereo unspecified)	6%	-3%	15%	5%	-1%	-11%[9.22 µM]	0.0%

# Screens deposited in PubChem BioAssay by National Center for Advancing Translational Sciences (NCATS).
